C2C12 statin: suppressors of simvastatin-induced myotoxicity in C2C12 myotubes; ATP luminescence, 48 h; scaled: DMSO 0, geranylgeraniol control 100; rescue of ATP level, % at 7.49 µM; 0.78% of 330,000 active;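 active means mean ATP rescue above about 67%, or every replicate alone reaching that limit, limit read from the data, passing the limit was not always enough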;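 further: myotubes were challenged with 10 µM simvastatin during compound exposure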
miR122 inh: miR-122 inhibition in Huh7 cells | Huh7 miR-122 Renilla luciferase sensor, 48 h; neutral wells = 0, positive control = 100 | activation (reporter increase), % at 12.5 µM | 0.3% of 340,000 active;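 active means mean replicate activation score at least 90 and every replicate individually at or above 90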;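 further: higher luciferase means less miR-122 activity so hits act as miR-122 inhibitors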
INS-1E GSIS act: primary screen for activators of insulin secretion dependent on glucose, INS-1E cells, GLuc reporter luminescence; INS-1E GLuc reporter insulin secretion, 2-3 h; activation, % at 16.6 µM; 0.61% of 370,000 active;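 active means lowest replicate activation of at least 40%, so every replicate reaches that level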;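 further: 0% = median of neutral control wells and 100% = median of IBMX positive control wells; some compounds called inactive have numbers as strong as hits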
PglD DTNB: blocks C. jejuni PglD acetyltransferase activity. purified PglD enzyme, DTNB colorimetric CoA detection. inhibition, % at 12.5 µM. 0.098% of 360,000 active; in the data active means inhibition above about 16%, passing the limit was not always enough; further: strong numbers were not always called active
PGC1a acetyl inh: PGC1a acetylation modulation, inhibitor mode | U2OS PGC1a acetylation, AlphaScreen anti-acetyl-lysine; with virally co-expressed GCN5 acetyltransferase | inhibition, % at 15.6 µM | 0.17% of 350,000 active | AID 651687;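 active means every replicate shows inhibition of at least 40%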;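 further: 0% = neutral control wells and 100% = positive control wells; some results beyond the cut were filed as inactive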
Cneo AK release: causes C. neoformans cell lysis. 0.2% of 360,000 active. adenylate kinase release luminescence, 4 h; normalised: neutral wells 0, clomiphene wells 100. lysis activity, % at 15 µM. AID 651654;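 active means mean lysis activity across replicates of at least 80%, whatever share of replicates individually reach that level; inactive means mean lysis activity below 80%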
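Material: C. neoformans cells | Amount: Yeast cell density of 5 × 10^6 cells/mL | Medium: Fresh YPD growth medium | Dosing: Single dose | Times: Static 4 h at 37 °C with compound, 1 h detection | Detection: AK luminescence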
FN deposit inh: fibronectin deposition inhibition | AH1F fibroblasts, Alexa488-fibronectin deposition fluorescence, overnight | 0.086% of 350,000 active | inhibition, % at 12.6 µM;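 active means mean inhibition across replicates of 30% or more, regardless of how many single replicates reach that level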;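 further: positive control wells lacked labelled fibronectin entirely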
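Material – AH1F fibroblast monolayer, labelled fibronectin deposition · Reagent – labelled fibronectin 24 nM · Timing – 1 h adhesion, overnight exposure · Measured by – fluorescence at 485 nm excitation, 525 nm emission · Read-out – inhibition of fibronectin deposition signal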
F508del corr: correctors of CFTR F508del function in bronchial epithelial cells; activity (quench increase), % at 7.58 µM; CFBE cells, YFP halide quenching; stimulated with forskolin plus potentiator P3; % fluorescence drop versus neutral controls; 0.36% of 350,000 active;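 active means mean added fluorescence quench of at least 8% versus neutral control, with both replicates also reaching 8%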;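 further: cells transiently co-express mutant CFTR-F508del with the halide-sensitive YFP; corrector assay measuring rescue of mutant channel to the surface after 24 h compound exposure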
* hit, by the source's call; x = no result given; [ ] = remark or other dose. The order is random; about 2.1% have a hit in one of these screens.

no.	Structure	C2C12 statin	miR122 inh	INS-1E GSIS act	PglD DTNB	PGC1a acetyl inh	Cneo AK release	FN deposit inh	F508del corr
1	O=C(COc1ccc2ccccc2c1)Nc1nccs1	x	x	-3.8	x	-5.6	x	-7.8	0.7
2	Cn1c(=O)n(C)c(=O)n(CC(=O)N2CCCCC2)c1=O	-0.3	-5.2	x	0.6	23.0	2.4	5.8	x
3	COc1ccc(CNC(=O)CCCC2=NS(=O)(=O)c3ccccc3N2)cc1	27.1	1.9	5.6	0.8	1.5	2.1	-1.1	1.6
4	O=C(N[C@@H](Cc1ccccc1)C(=O)N1CCN(S(=O)(=O)c2ccccc2F)CC1)c1ccco1	4.3	3.2	x	-5.0	x	0.2	7.2	-0.6
5	NC(=O)C1CCN(c2nc(-c3cccs3)cs2)CC1	2.0	-2.1	x	3.8	2.3	-1.9	x	x
6	CCOc1ccccc1N1C(=O)c2cccnc2C1=O	14.1	6.7	x	0.0	4.3	-0.6	-1.7	1.0
7	O=C(CCS(=O)(=O)c1ccccc1)Nc1ccccn1	9.3	-1.6	-17.1	-2.5	10.0	-2.3	1.1	0.7
8	C=CCSc1nc(C)c2cc(C)cc(C)c2n1	132.6*	-3.6	x	2.0	-5.3	-3.3	3.9	x
9	Cc1cccc(N2CC(C(=O)Nc3nnc(SCCN4CCOCC4)s3)CC2=O)c1 (stereo unspecified)	-2.3	3.4	-3.7	-2.2	-0.5	3.1	x	0.5
10	O=C(c1ccoc1)N1CCN(c2cc(-c3ccco3)nc3cc(-c4ccccc4)nn23)CC1	-8.2	-11.4	-17.6	4.2	-8.4	-0.3	-2.0	0.3
11	CCN(CC)S(=O)(=O)c1ccc(N/N=C/c2ccc(O)cc2)nc1	x	-0.4	-11.0	x	-11.3	x	-3.8	1.5
12	C[C@@H]1CCCCO[C@H](CN(C)C(=O)Nc2ccc(C(F)(F)F)cc2)[C@H](C)CN([C@H](C)CO)C(=O)c2cc(NS(=O)(=O)c3cccs3)ccc2O1	11.1	-8.7[16.7 µM]	-2.3	-4.6	-4.8	-0.1	x	0.9
13	CCN(C(=O)c1ccc(S(=O)(=O)N2CCCCC2)cc1)C1CCS(=O)(=O)C1 (stereo unspecified)	-0.9	-0.7	28.1	x	x	x	7.0	-4.0
14	O=C(NCc1ccccc1)c1ccc2c(c1)C(=O)N(Cc1cccnc1)C2=O	-3.7	2.7	-10.7	-1.4	4.8	1.3	4.2	-1.3
15	CCOC(=O)C1=C(C)Nc2nnnn2C1c1cccc(OC)c1OC (stereo unspecified)	9.9	-4.1	x	0.6	-3.6	-0.1	-7.1	x
16	CCC1(C)OC(=O)N(CCCn2ccnc2C)C1(C)O (stereo unspecified)	0.6	-3.6	x	-5.3	0.8	-1.5	-2.7	x
17	Cc1ccc(-c2cc(C(F)F)nc(NCC3CCCO3)n2)cc1 (stereo unspecified)	4.0	3.1	-7.5	x	-4.6	x	x	x
18	CCCCn1c(N)c(N(CCC(C)C)C(=O)c2cc(Cl)nc3ccccc23)c(=O)[nH]c1=O	-0.8	-1.6	5.0	-2.4	3.8	0.8	-30.0	-0.3
19	COc1ccc(-c2oc3ccc(-c4ccc(OC)nc4)cc3c2-c2ccc(OC)cc2)cc1	6.6	1.6	4.4	1.2	7.5	-3.0	-0.3	1.1
20	CCC(=O)N(C)C[C@@H]1Oc2ncc(C#Cc3ccccc3)cc2C(=O)N([C@H](C)CO)C[C@@H]1C	5.7	19.0[16.7 µM]	-5.4	0.7	0.5	0.3	1.4	3.6
21	Cc1ccc(C(=O)N/C(=C/c2cccs2)C(=O)NCc2ccco2)cc1	x	-2.5	x	5.0	3.0	4.8	0.9	3.1
22	CC(C)(C)OC(=O)N1CCc2onc(-c3ccc([N+](=O)[O-])cc3)c2C1=O	10.7	1.5	6.5	-4.1	11.7	-2.9	x	1.6
23	Cc1ccc2cc(CN(CCc3ccccc3)C(=S)NCCCN(C)C)c(=O)[nH]c2c1	-7.4	-12.7	7.7	-7.4	8.4	2.2	6.9	-1.0
24	Fc1ccc(CN2C3=NCCN3c3ccccc32)cc1	x	x	8.4	x	15.8	x	-8.9	1.0
25	COc1ccc(CCN2C(=O)CC(C(N)=O)SC2=Nc2ccc(F)cc2)cc1OC (stereo unspecified)	3.7	11.0	-8.4	5.3	3.7	-0.2	-0.5	0.4
26	COc1ccccc1N1CCN(C(=O)CNC(=O)Cn2cnc3sc(C)c(C)c3c2=O)CC1	-6.4	-4.2	6.0	-0.2	-3.5	4.2	-1.2	-0.9
27	COC(=O)c1sccc1NC(=O)Nc1cccc([N+](=O)[O-])c1	0.9	x	18.3	0.8	x	17.5	3.7	0.8
28	NS(=O)(=O)c1ccc(NC(=O)CN2CCCN(S(=O)(=O)c3ccc(F)cc3)CC2)cc1	x	x	-13.6	x	13.1	x	-3.9	4.0
29	O=C(COc1ccc(Cl)cc1Cl)Nc1ccc(C(=O)Nc2ccccc2C(=O)O)cc1	-1.0	4.0	5.4	3.2	-1.7	-4.9	-1.3	1.7
30	Cc1ccccc1-c1cnc2c(c1)C(=O)N([C@@H](C)CO)C[C@@H](C)[C@@H](CN(C)C(=O)c1ccncc1)O2	4.3	-1.0[16.7 µM]	9.1	1.5	6.3	-1.2	x	-1.6
31	OCCN1CCN(CC/C=C2/c3ccccc3Sc3ccc(C(F)(F)F)cc32)CC1	-8.5	1.0	31.7	2.8	-24.5	4.7	3.2	-3.7
32	O=C(NCc1ccco1)c1sc2cc(F)ccc2c1Cl	4.1	-8.6	-55.6	-2.6	-11.0	-4.8	5.1	x
33	CCc1ccc(NC(=O)c2cc(-c3cccs3)on2)cc1	4.2	-3.8	x	-8.1	-5.0	-1.0	7.2	-1.5
34	O=C(NC1CCCCC1)N[C@@H]1C=C[C@@H](CC(=O)N2CCOCC2)O[C@@H]1CO	-7.1	x	14.1	-1.9	-7.9	-1.7	x	-1.6
35	CCOC(=O)c1nn(-c2ccc([N+](=O)[O-])cc2)cc1O	2.9	3.7	5.1	7.7	-5.3	-0.3	-1.5	2.8
36	COc1ccc(NC(=O)N[C@@H]2CC[C@H](CCNC(=O)Nc3cc(F)ccc3F)O[C@@H]2CO)cc1	10.2	x	-0.1	-1.2	-3.5	3.3	-18.3	0.1
37	CCCc1nc(SCC(=O)N2CCOCC2)c2c(C)c(C)sc2n1	0.6	-9.5	-12.0	-0.3	-6.2	2.8	7.4	0.9
38	COc1ccc(-c2cnc3c(c2)C(=O)N([C@H](C)CO)C[C@H](C)[C@H](CN(C)S(=O)(=O)c2ccccc2)O3)cc1	48.3	-1.0[16.7 µM]	18.5	0.1	2.8	51.8	-6.1	-3.3
39	COc1cccc(S(=O)(=O)Nc2ccc3c(c2)OC[C@H](C)NC[C@@H](C)[C@H](OC)CN(C)C3=O)c1	4.7	-14.0[16.7 µM]	-1.3	1.4	-6.7	86.5*	17.3	-0.3
40	COC(=O)C[C@@H]1CC[C@H]2[C@@H](COc3ccc(NS(=O)(=O)c4ccc(C)cc4)cc3C(=O)N2C)O1	13.5	-11.8[16.7 µM]	-2.4	-6.9	-4.3	3.8	-16.0	0.3
41	C[C@@H]1CN([C@@H](C)CO)C(=O)c2cc(C3=CCCCC3)cnc2O[C@@H]1CN(C)C(=O)c1ccc(F)cc1	2.2	0.8[16.7 µM]	3.9	-0.1	7.5	2.3	6.9	-0.8
42	C[C@H]1CN([C@@H](C)CO)C(=O)c2cc(NC(=O)CCC(F)(F)F)ccc2O[C@H]1CN(C)Cc1ccc(-c2ccccc2)cc1	8.3	-9.6[16.7 µM]	-21.2	6.7	-9.3	-5.3	1.2	-0.3
43	N#Cc1ccccc1NC(=O)C1CC(=O)N(c2ccc3c4c(cccc24)CC3)C1 (stereo unspecified)	x	x	-9.3	x	4.4	x	1.9	-0.9
44	CCOc1ccc(CCNC(=O)C2CC(=O)N(c3ccccc3OCC)C2)cc1OCC (stereo unspecified)	-7.8	-0.5	17.1	1.0	x	8.1	3.2	-2.0
45	O=C(NCC(=O)N(c1ccccc1F)C(C(=O)NC1CCCC1)c1ccco1)c1ccco1 (stereo unspecified)	x	x	-10.2	x	5.8	x	11.0	-1.4

Another view of two compounds above.
Screens in order – C2C12 statin	miR122 inh	INS-1E GSIS act	PglD DTNB	PGC1a acetyl inh	Cneo AK release	FN deposit inh	F508del corr
41: C[C@@H]1CN([C@@H](C)CO)C(=O)c2cc(C3=CCCCC3)cnc2O[C@@H]1CN(C)C(=O)c1ccc(F)cc1
  2.2	0.8[16.7 µM]	3.9	-0.1	7.5	2.3	6.9	-0.8
42: C[C@H]1CN([C@@H](C)CO)C(=O)c2cc(NC(=O)CCC(F)(F)F)ccc2O[C@H]1CN(C)Cc1ccc(-c2ccccc2)cc1
  8.3	-9.6[16.7 µM]	-21.2	6.7	-9.3	-5.3	1.2	-0.3

Continued:
no.	Structure	C2C12 statin	miR122 inh	INS-1E GSIS act	PglD DTNB	PGC1a acetyl inh	Cneo AK release	FN deposit inh	F508del corr
46	C=CCNC(=S)NC(CC(=O)OC)c1ccc2c(c1)OCO2 (stereo unspecified)	x	3.9	-16.1	x	4.9	x	5.6	3.1
47	Cc1ccc2cc(CN(Cc3cccs3)Cc3nnnn3CC3CCCO3)c(=O)[nH]c2c1 (stereo unspecified)	32.1	-0.6	25.1	-1.5	-4.6	-0.4	x	2.2
48	CC1(C(=O)NS(=O)(=O)c2ccccc2Cl)CCN1C(=O)C1(c2ccccc2)CC1 (stereo unspecified)	-1.4	10.6	22.2	4.3	4.5	0.0	5.0	1.2
49	C[C@H]1CN([C@@H](C)CO)C(=O)c2cc(C#CC3CCCCC3)cnc2O[C@H]1CN(C)C(=O)c1ccncc1	13.6	-17.4[16.7 µM]	2.7	4.1	0.0	1.9	5.3	-3.0
50	O=C(CCc1nnc(-c2ccccc2)o1)NC1CCCCC1	-3.4	1.5	-9.5	0.8	-2.2	4.4	4.9	-1.0
51	Cc1ccc(N(CC(=O)NCc2ccccn2)S(=O)(=O)c2ccccc2)cc1Cl	9.1	4.6	-15.2	3.8	-0.4	0.1	-2.3	0.9
52	COc1ccc(S(=O)(=O)NC(=O)C2(C)CCN2C(=O)Cc2cccc3ccccc23)cc1 (stereo unspecified)	-3.1	-3.1	17.8	1.8	1.9	3.0	-1.4	0.4

In the list so far, five have a Cl atom.
no.	Structure	C2C12 statin	miR122 inh	INS-1E GSIS act	PglD DTNB	PGC1a acetyl inh	Cneo AK release	FN deposit inh	F508del corr
18	CCCCn1c(N)c(N(CCC(C)C)C(=O)c2cc(Cl)nc3ccccc23)c(=O)[nH]c1=O	-0.8	-1.6	5.0	-2.4	3.8	0.8	-30.0	-0.3
29	O=C(COc1ccc(Cl)cc1Cl)Nc1ccc(C(=O)Nc2ccccc2C(=O)O)cc1	-1.0	4.0	5.4	3.2	-1.7	-4.9	-1.3	1.7
32	O=C(NCc1ccco1)c1sc2cc(F)ccc2c1Cl	4.1	-8.6	-55.6	-2.6	-11.0	-4.8	5.1	x
48	CC1(C(=O)NS(=O)(=O)c2ccccc2Cl)CCN1C(=O)C1(c2ccccc2)CC1 (stereo unspecified)	-1.4	10.6	22.2	4.3	4.5	0.0	5.0	1.2
51	Cc1ccc(N(CC(=O)NCc2ccccn2)S(=O)(=O)c2ccccc2)cc1Cl	9.1	4.6	-15.2	3.8	-0.4	0.1	-2.3	0.9

High-throughput results from PubChem BioAssay.
